# High-throughput results (PubChem BioAssay)
# H37Rv inhibition = M. tuberculosis growth inhibition, HTS (AID 449762); inhibition, % at 25 µM, or IC50 in µM where a hit was titrated; actives 0.59% (n = 330,000); M. tuberculosis H37Rv growth inhibition, 7H9 media; higher % means a stronger effect; in the data active means a potency from the dose series; inconclusive means inhibition above about 70% without an active follow-up result;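 further: bacterial growth assessed after seven days of incubation; strong numbers were not always called active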
# M. tuberculosis = growth inhibition of non-replicating M. tuberculosis (AID 488890); Mycobacterium tuberculosis non-replicating, growth inhibition; higher % means a stronger effect; one-dose inhibition, % at 25 µM; IC50 in µM for titrated hits; actives 0.39% (n = 320,000); in the data active means a potency from the dose series; inconclusive means inhibition mostly from about 82% at the one dose, without a potency; inactive means the rest, 99 in 100 with inhibition below about 76%;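 further: plate controls were DMSO cells for no effect and high antibiotic wells for full effect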
# influenza NS1A = H1N1 influenza NS1A inhibitors, functional cell based assay (AID 504329) | NS1A functional cell-based assay, percent inhibition; higher % means a stronger effect | inhibition, % at 12.5 µM; hits with a dose series show IC50 in µM | actives 0.3% (n = 340,000); in the data active means a potency from the dose series; inconclusive means inhibition above about 27% without an active follow-up result; further: strong numbers were not always called active
# inhibitors of VEEV = inhibitors of VEEV TC-83 cytopathic effect, confirmation, Vero cells (AID 588727); Vero cells, VEEV TC-83 cytopathic effect inhibition; higher % means a stronger effect; inhibition, % at 20 µM; hits with a dose series show IC50 in µM; actives 0.13% (n = 350,000); in the data active means a potency from the dose series; inconclusive means inhibition mostly from about 14% at the one dose, without a potency; inactive means the rest, 99 in 100 with inhibition below about 12%; further: strong numbers were not always called active
# PhoP GFP inhibition = PhoP regulon inhibitors, Salmonella typhi PhoP promoter GFP reporter, confirmatory (AID 1850) | Salmonella Typhi PhoP-promoter GFP reporter, fluorescence, 4 h; higher % means a stronger effect | one-dose inhibition, % at 50 µM; IC50 in µM for titrated hits | actives 0.33% (n = 310,000); in the data active means a potency from the dose series; inconclusive means inhibition mostly from about 25% at the one dose, without a potency; inactive means the rest, 99 in 100 with inhibition below about 19%;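 further: 0% = induced wells with vehicle and 100% = uninduced wells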
# inhibitors of VEEV 10K pilot screen = further read-out of inhibitors of VEEV, marked with its call; inhibition, %; measured here: 10K pilot screen inhibition
# Numbers without * were called inactive; i = inactive; ? = inconclusive; . = not tested or not shown.
SMILES,H37Rv inhibition,M. tuberculosis,influenza NS1A,inhibitors of VEEV,PhoP GFP inhibition,others
Cc1ccccc1OCC(=O)Nc1nnc(C2CCCCC2)s1,1%,-1%,-1%,2.9%,12%,
C=CCNC(=S)Nc1cccc(NC(=S)NCC=C)c1,5%,60%,-6%,0.4%,0%,
Cc1ccc2cc(C(c3nnnn3C3CCCC3)N3CCN(c4ccccc4)CC3)c(=O)[nH]c2c1 (centres undefined),-6%,39%,2%,4.8%,2%,
Cc1nc2c(-c3ccc(F)cc3)c(C)nn2c(C)c1CCC(=O)NCc1ccco1,4%,.,3%,0.1%,9%,
O=C(NCC1CCCCC1)c1ccc(F)c(S(=O)(=O)N2CCOCC2)c1,-2%,6%,-4%,1.6%,.,
C/C(=N\O)c1ccco1,-7%,-7%,12%,0.3%,.,
COc1cccc(C#Cc2c(CO)[nH]c3ccccc23)c1,16%,.,-7%,2.9%,.,
C[C@@]12C(=O)N(Cc3ccc(-c4ccccc4)cc3)CC(=O)N1[C@H](/C=C/c1ccccc1)[C@@H]1C(=O)N(c3ccccc3)C(=O)[C@@H]12,-1%,0%,6%,7.4%,12%,
COc1ccccc1N1CCN(C(c2ccccn2)c2nnnn2C2CCCCC2)CC1 (centres undefined),0%,26%,5%,2.3%,8%,
O=C1CCC[C@@H]2CC(N3CCCCC3)C[C@@H]3CCN1[C@H]23 (some centres undefined),.,.,-30%,0.3%,.,
CCc1nn2c(=O)c(S(=O)(=O)Nc3cccc(F)c3)c(C)nc2s1,-2%,-14%,-12%,0.9%,8%,
CCn1c(COc2ccccc2)nc2ccccc21,-5%,30%,-6%,i,-3%,
O=C1CC2(CCN(S(=O)(=O)c3ccccc3F)CC2)Oc2ccccc21,-6%,10%,-13%,1.6%,2%,
C=CCNC(=O)C1CCN(S(=O)(=O)c2ccc(Br)cc2)CC1,-1%,-2%,-15%,0.6%,5%,
Cc1cc(NC(=O)CCC(=O)N(Cc2ccco2)C2(C(=O)NC3CCCC3)CCC(C)CC2)no1 (centres undefined),-5%,22%,8%,i,5%,
Cc1cc(C)c2nc(SCCC#N)nc(C)c2c1,2%,0%,2%,4.0%,-3%,
Cn1cc(Cl)c(C(=O)NC2CCCCCC2)n1,-7%,-8%,5%,1.7%,9%,
CCC(C)NC(=O)c1ccc(C(=O)c2ccccc2)cc1 (centres undefined),-9%,14%,2%,0.9%,-10%,
COc1ccc(N2CCN(c3nc(Cl)nc(Nc4ccc(F)cc4)n3)CC2)cc1,-7%,-2%,1%,?,-9%,
CCc1c(C)nc(SC/C=C/c2ccccc2)[nH]c1=O,-1%,73%,-2%,0.1%,1%,
CC(=O)Nc1ccc(NC(=O)c2c(-c3ccccc3Cl)noc2C)cc1,0%,-20%,-7%,6.9%,6%,
O=C(COC(=O)CCN1C(=O)C2CC=CCC2C1=O)Nc1ccc([N+](=O)[O-])cc1 (centres undefined),3%,-6%,1%,0.5%,.,
O=[N+]([O-])c1cccc(C=Nc2cc3c(cc2Br)OCCO3)c1,-3%,24%,>100µM*,0.9%,2%,
NC(=S)c1cc2ccc(O)cc2oc1=O,.,.,0%,i,.,
COc1ccccc1Nc1nc(-c2ccc([N+](=O)[O-])cc2)nc2ccccc12,2%,.,10%,0.9%,-4%,
CO[C@@H]1[C@@H](OC(N)=O)[C@@H](O)C(Oc2ccc3c(O)c(NC(=O)c4ccc(O)c(CC=C(C)C)c4)c(=O)oc3c2C)OC1(C)C (some centres undefined),5µM*,?,5%,2.5%,13%,
COc1nc(N2CCCC2)nc(-n2nnc(C(C)=O)c2C)n1,-3%,-7%,1%,1.1%,-3%,
CCOC(=O)N1CCN(c2cc(N3CCN(CC)CC3)c(F)cc2[N+](=O)[O-])CC1C (centres undefined),4%,13%,-8%,i,-3%,
Cc1cccc(-n2ncc3c2CCCC3NC(=O)Cc2c(C)noc2C)c1C (centres undefined),-2%,26%,-11%,1.1%,-6%,
CCn1c(=O)cc(SCC(=O)Nc2cccnc2)c2ccccc21,3%,16%,5%,i,6%,
O=C(COc1ccc(/C=N/NC(=O)c2ccccc2O)cc1)Nc1ccc([N+](=O)[O-])cc1,11%,1%,1%,0.5%,15%,
Cc1ccc(-n2nc3cc(C)c(NC(=O)c4cccnc4)cc3n2)cc1,-4%,0%,-18%,0.3%,8%,
CCN(CC(=O)Nc1c(F)cccc1F)C(=O)/C=C/c1ccc(S(=O)(=O)N2CCCCCC2)cc1,22%,5%,14%,8.2%,-8%,
COc1ccc(Nc2nc(-c3ccccc3)c3ccccc3n2)cc1,38%,56%,1%,4.0%,-3%,
O=C(Cc1ccccc1)NCCC1=CCCCC1,-1%,18%,-4%,1.6%,-2%,
O=C(CCCCCNC(=O)N1CCn2c1nc1ccccc12)N[C@@H](C(=O)O)c1ccccc1,-9%,-13%,0%,0.7%,-4%,
Cc1ccc(-c2noc(Cn3cc(S(=O)(=O)N4CCCC4)ccc3=O)n2)cc1,0%,-15%,-4%,3.7%,.,
CCN(CC(=O)NCc1cccs1)C(=O)c1ccc(NS(=O)(=O)c2cccc([N+](=O)[O-])c2)cc1,-7%,-12%,-3%,2.5%,3%,
CCOC(=O)C(C)(C)N(Cc1ccccc1C)S(=O)(=O)c1ccc(Cl)c([N+](=O)[O-])c1,3%,28%,-1%,1.8%,-3%,
C#CCOc1c(Cl)cc(C2C3=C(CCCC3=O)N(CC(=O)O)C3=C2C(=O)CCC3)cc1OC,6%,-6%,4%,i,12%,
O=C(COC(=O)c1nsc(Cl)c1Cl)NC1CCCC1,2%,4%,13%,1.0%,-4%,
CC(C)(C)c1ccc(C(CC(=O)O)NC(=O)CSc2ccccc2)cc1 (centres undefined),-8%,-2%,.,2.0%,2%,
CC(=O)N1CCN(c2ccc(NC(=O)c3cccc(Cl)c3)cc2)CC1,24%,9%,-1%,2.9%,13%,
COc1ccc(N2CCN(C(=O)Cn3cnc4c(cnn4-c4ccc(C)cc4)c3=O)CC2)cc1,4%,11%,-8%,2.1%,-1%,
COc1cc(O)c(CCO)c2c1C(=O)C[C@@H](C)O2,2%,-2%,-7%,i,0%,
C/C(=N\Nc1nc(N2CCCCC2)nc(N2CCOCC2)n1)c1cccs1,20%,8%,4%,1.7%,-6%,
CC(=O)Nc1cccc(NC(=O)CSc2nc3c(=O)n(C)c(=O)n(C)c3n2C)c1,9%,1%,-2%,1.3%,2%,
CC(C)C(C(=O)Nc1cccnc1)N1C(=O)c2ccccc2C1=O (centres undefined),-1%,-5%,-13%,5.8%,7%,
Cc1ccccc1NC(=O)CSc1nnc(NC(=O)C2CC2)s1,9%,-2%,7%,2.2%,8%,
COc1cccc(NC(=O)Cc2nnc(SCC(=O)NC3CCCCC3)n2C)c1,9%,-11%,-2%,1.7%,-5%,
Brc1ccc(-c2ccc(CNCc3ccccn3)o2)cc1,?,1.1µM*,-8%,i,-4%,
COc1ccc(C(=O)Nc2nc3ccc(OC)cc3s2)cc1,45%,36%,-19%,3.8%,0%,
N/C(=N\OCc1ccc([N+](=O)[O-])cc1)c1ccccn1,5%,24%,.,0.3%,-5%,
Cc1oc2cc(O)ccc2c(=O)c1-c1nncn1-c1ccccc1,-5%,14%,14%,0.0%,-52%,
C=C1CC(C)OC(c2ccccc2OCC(O)CN2CCCCC2)C1 (centres undefined),5%,8%,-6%,i,-1%,
CC(C)NC(=O)C1CCN(C2CCN(CC3CC=CCC3)CC2)CC1 (centres undefined),2%,21%,2%,i,6%,inhibitors of VEEV 10K pilot screen=0.0
Cn1c(=O)[nH]c(=O)c2c1[nH]c(=S)n2Cc1ccc(Cl)cc1,-4%,-7%,-19%,5.0%,2%,
COc1ccc(NS(=O)(=O)c2cccc(C(=O)NNC(=O)c3cc(C)oc3C)c2)cc1,-3%,7%,0%,2.0%,-2%,
COc1ccc(-n2c(SCC(=O)Nc3ccccc3)nnc2-c2ccoc2C)cc1,3%,6%,-5%,7.7%,-5%,
O=C(COc1ccc2c3c(c(=O)oc2c1)CCC3)N1CCN(c2ccccc2)CC1,-5%,13%,5%,1.0%,5%,

# 16 structures from above, sorted by formula weight, rising.
SMILES,H37Rv inhibition,M. tuberculosis,influenza NS1A,inhibitors of VEEV,PhoP GFP inhibition,others
COc1cc(O)c(CCO)c2c1C(=O)C[C@@H](C)O2,2%,-2%,-7%,i,0%,
N/C(=N\OCc1ccc([N+](=O)[O-])cc1)c1ccccn1,5%,24%,.,0.3%,-5%,
COc1ccc(C(=O)Nc2nc3ccc(OC)cc3s2)cc1,45%,36%,-19%,3.8%,0%,
Cc1oc2cc(O)ccc2c(=O)c1-c1nncn1-c1ccccc1,-5%,14%,14%,0.0%,-52%,
CC(C)C(C(=O)Nc1cccnc1)N1C(=O)c2ccccc2C1=O (centres undefined),-1%,-5%,-13%,5.8%,7%,
Brc1ccc(-c2ccc(CNCc3ccccn3)o2)cc1,?,1.1µM*,-8%,i,-4%,
C=C1CC(C)OC(c2ccccc2OCC(O)CN2CCCCC2)C1 (centres undefined),5%,8%,-6%,i,-1%,
CC(C)NC(=O)C1CCN(C2CCN(CC3CC=CCC3)CC2)CC1 (centres undefined),2%,21%,2%,i,6%,inhibitors of VEEV 10K pilot screen=0.0
CC(C)(C)c1ccc(C(CC(=O)O)NC(=O)CSc2ccccc2)cc1 (centres undefined),-8%,-2%,.,2.0%,2%,
C/C(=N\Nc1nc(N2CCCCC2)nc(N2CCOCC2)n1)c1cccs1,20%,8%,4%,1.7%,-6%,
O=C(COc1ccc2c3c(c(=O)oc2c1)CCC3)N1CCN(c2ccccc2)CC1,-5%,13%,5%,1.0%,5%,
CC(=O)Nc1cccc(NC(=O)CSc2nc3c(=O)n(C)c(=O)n(C)c3n2C)c1,9%,1%,-2%,1.3%,2%,
COc1cccc(NC(=O)Cc2nnc(SCC(=O)NC3CCCCC3)n2C)c1,9%,-11%,-2%,1.7%,-5%,
COc1ccc(-n2c(SCC(=O)Nc3ccccc3)nnc2-c2ccoc2C)cc1,3%,6%,-5%,7.7%,-5%,
COc1ccc(NS(=O)(=O)c2cccc(C(=O)NNC(=O)c3cc(C)oc3C)c2)cc1,-3%,7%,0%,2.0%,-2%,
COc1ccc(N2CCN(C(=O)Cn3cnc4c(cnn4-c4ccc(C)cc4)c3=O)CC2)cc1,4%,11%,-8%,2.1%,-1%,

# (cont.)
SMILES,H37Rv inhibition,M. tuberculosis,influenza NS1A,inhibitors of VEEV,PhoP GFP inhibition,others
OCCN(CCO)c1ncnc2c1oc1ccc(Br)cc12,-4%,6%,7%,3.8%,14%,
CC(C)OP(=O)(OC(C)C)C(NC(=O)c1cccc([N+](=O)[O-])c1)C(N)=O (centres undefined),-9%,-1%,1%,1.4%,-6%,
COc1ccc(-n2ncc3c(N4CCC(C)CC4)ncnc32)cc1,17%,68%,3%,5.6%,-18%,
CCCN1Cc2cccc(C(=O)Nc3ccc(S(=O)(=O)N4CCCCCC4)cc3)c2C1=O,.,.,-17%,0.8%,.,
COc1ccc(C(CNC(=O)c2cccc(S(=O)(=O)N3CCOCC3)c2)N2CCCC2)cc1 (centres undefined),-8%,6%,4%,i,.,
Cc1ccnc2nc(C(=O)OCC(=O)N(Cc3ccccc3)C(C)C)nn12,-6%,-15%,-3%,2.0%,.,
NC(=O)NCC1CC1,8%,-6%,-2%,0.9%,8%,
COc1ccc(N(C(=O)C(C)C)S(=O)(=O)c2ccc3ccccc3c2)cc1,11%,-6%,21%,1.3%,0%,
O=C(Nc1ccccc1)c1cnc(-c2ccccc2)nc1-c1ccccc1,4%,5%,-7%,i,5%,
Cc1ccnc2nc(C(=O)OCC(=O)c3ccc(NC(=O)CC(C)C)cc3)nn12,-4%,4%,-3%,1.8%,.,
COc1ccc(CCN2C(=O)CC(NNC(=O)c3ccc(F)cc3)C2=O)cc1OC (centres undefined),1%,-21%,-8%,0.7%,-3%,
C/C(=N\Nc1ccc([N+](=O)[O-])cc1)c1cccc(N)c1,63µM*,3%,12%,3.6%,3%,
O=C1c2ccc(Cl)cc2S(=O)(=O)c2cccc(C(=O)N3CCN(c4ncc(Br)cn4)CC3)c21,30%,5%,-6%,0.9%,.,
O=C(Nc1nc(-c2cc(F)ccc2F)cs1)c1ccccn1,?,2.3µM*,-3%,2.9%,4%,
Cc1ccc(-c2ccc(CCC(=O)O)n2CC(=O)O)cc1,-1%,0%,0%,0.1%,5%,
CN(C)c1ccc(/C=N/NC(=O)CCCCCNC(=O)c2ccccc2)cc1,4%,4%,0%,1.6%,-1%,
Cc1cc(C(=O)c2ccccc2)c(NC(=O)CN2CCOCC2)s1,4%,-10%,7%,1.8%,3%,
